Source: PubChem BioAssay
mcGAS inh: cyclic GMP-AMP synthase inhibitors, mouse, primary biochemical chemiluminescence. Q8C6L5. recombinant cGAS, Kinase-Glo ATP depletion luminescence. inhibition, % at 12.5 µM. 160,000 compounds, 0.15% hits. AID 1259399, 2018;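 note: 0% = negative control wells and 100% = reference inhibitor with no enzyme activity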
NPYLR7 agonist: agonists of mosquito NPYLR7 receptor, primary screen, cell-based, Aedes aegypti, calcium fluorescence, mosquito biting behavior; Aedes aegypti neuropeptide Y-like receptor 7 (NPYLR7); HEK293T NPYLR7/Galpha15, GCaMP6s calcium fluorescence; activation, % at 10 µM; 270,000 compounds, 0.15% hits; in the data active = activation above about 40%;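 note: 0% = vehicle and 100% = reference agonist at the receptor; some compounds past the cut are filed as inactive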
hcGAS inh: Primary biochemical luminescence assay for human cyclic GMP-AMP synthase inhibitors | Q8N884 | recombinant h-cGAS, ATP depletion, Kinase-Glo luminescence | inhibition, % at 12.5 µM | 290,000 compounds, 0.081% hits;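 note: 0% = vehicle reaction and 100% = reaction without DNA for no activity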
Target sequence (Q8N884 whole entry, looked up): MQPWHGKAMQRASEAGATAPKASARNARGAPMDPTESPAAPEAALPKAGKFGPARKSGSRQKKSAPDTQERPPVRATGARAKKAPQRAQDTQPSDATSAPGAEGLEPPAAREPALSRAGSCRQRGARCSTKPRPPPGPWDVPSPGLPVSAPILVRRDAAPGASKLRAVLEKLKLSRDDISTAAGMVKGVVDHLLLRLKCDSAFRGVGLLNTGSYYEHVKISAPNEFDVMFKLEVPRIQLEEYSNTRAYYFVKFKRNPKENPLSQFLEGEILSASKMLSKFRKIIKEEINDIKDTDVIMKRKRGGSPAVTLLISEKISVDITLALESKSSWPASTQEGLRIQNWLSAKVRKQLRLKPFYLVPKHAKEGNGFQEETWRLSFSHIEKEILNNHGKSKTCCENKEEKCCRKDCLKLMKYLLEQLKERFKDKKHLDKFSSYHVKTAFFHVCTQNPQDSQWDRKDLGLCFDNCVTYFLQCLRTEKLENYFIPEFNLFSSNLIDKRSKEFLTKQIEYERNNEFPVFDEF
The depositor's hits bear a star; . = no result given; & = joins results of further samples. Cut-off read from the data, not from the text of the source, unless noted: active = inhibition above about 40%; inactive = the rest.

SMILES | mcGAS inh | NPYLR7 agonist | hcGAS inh
Cc1cccn2c(NC(C)(C)CC(C)(C)C)c(-c3ccc(Cl)cc3)nc12 | -6 | 21 | -4
O=C(O)[C@H]1C[C@]2(CCCCNC2=O)N(C(=O)C2CC2)[C@H]1c1ccco1 | -1 | 4 | 6
CC(=O)c1[nH]c(C)c(C(=O)N2CCOC(c3ccc(F)cc3)C2)c1C (stereo not given) | . | 13 | 1
O=C(c1ccc(Cl)cc1)N1CCc2ccccc2C1c1ccccc1F (stereo not given) | -2 | 15 | -9
CSCC(=O)Nc1nc(-c2cccs2)cs1 | . | 7 | -10
Cc1nc(C)c(Cc2ccccc2Cl)c(N2CCN(C(=O)c3cccc(Cl)c3)CC2)n1 | -9 | 3 | -5
Cn1c(=O)c2cc3c(nc2n(C)c1=O)CC(C)(C)CC3=O | . | 0 | -6
CC(=O)OCC(=O)[C@@]1(O)[C@H](OC(C)=O)CC2C3CCC4=CC(=O)C=C[C@]4(C)[C@@]3(F)[C@@H](O)C[C@@]21C (stereo not given in full) | . | -6 | 0
O=C(CC1CSc2nc3[nH]ncc3c(=O)n21)Nc1ccc(Oc2ccccc2)cc1 (stereo not given) | . | -1 | -3
Cc1nc(C)c(C(C)NC(=O)c2cc3c(cc2O)CCCC3)s1 (stereo not given) | . | 5 | 3
O=C(NC1CC(=O)N(C2Cc3ccccc3C2)C1)c1n[nH]c2c1CCCC2 (stereo not given) | . | -6 | -5
CC(C)C1CN(C(=O)CCn2cnnc2)CCC(=O)N1CC1CC1 (stereo not given) | . | -2 | -4
Cc1cc(C(C)(C)C)cc(C)c1Cn1c(Cl)nc2c1c(=O)n(C)c(=O)n2C | . | -2 | 7
OC1CCN(C2CCN(Cc3cccc4[nH]ccc34)CC2)CC1 | -12 | 18 | -9
N[C@H](C(=O)O)[C@H]1C[C@@H]1C(=O)O | 1 | 1 | -2
Cc1nn(C)c(C)c1CCC(=O)N1CCc2c([nH]c3ccccc23)C1c1cc(F)ccc1F (stereo not given) | -12&-6 | 23&-8 | -13&-1
O=C(NC1CCN(c2ccccc2C(=O)N2CCc3ccccc3C2)CC1)C1CCCC1 | -5 | -2 | -4
Cc1ccc(CN(C)c2ccc(C(=O)O)cc2)cc1 | . | -4 | -5
CCCN(Cc1ccc(OC)cc1)C(=O)c1cnc(N(C)C)nc1C | -16 | 6 | -4
O=C1COc2ccc(C(=O)CSc3nc4ccccc4c(=O)n3-c3ccc(F)c(Cl)c3)cc2N1 | -8 | -1 | -6
COc1ccccc1/C=C/CN1CCCC(CNC(=O)c2cccnc2)C1 (stereo not given) | . | 3 | -10
Cc1ccc(NC(=O)N2CCN(C(=O)c3ccc(C)s3)CC2)cc1 | . | 0 | -3
CCC(=O)Nc1ccc(-c2n[nH]c(CNC(=O)OC(C)(C)C)n2)cc1 | -8 | 1 | -1
COCCN(CC(=O)N(Cc1cccn1Cc1ccc(Br)cc1)C1CCCCC1)S(=O)(=O)/C=C/c1ccccc1 | -4 | -2 | -1
Cc1ccccc1-c1nc2c(OCc3ccccc3)cccn2c1NC(C)(C)C | 3 | . | 1
O=C(O)c1cc(Br)c(Cl)[nH]1 | . | 5 | 0
Cc1cc(NC(=O)c2ccc(C(F)(F)F)cc2)n(-c2nc3c(c(=O)[nH]2)CCC3)n1 | -8 | 14 | -9
Cc1occc1-c1nnc(SC(C)C(=O)N(C)C)n1C (stereo not given) | . | 0 | 1
CC1(c2ccc3c(c2)CCO3)NC(=O)c2ccccc2N1 (stereo not given) | . | 0 | 4
Cc1ccc(S(C)(=O)=O)cc1C(=O)NCc1ccccn1 | -2 | -6 | 2
Cc1cccc(CC2S/C(=C(/C#N)C(N)=O)N(c3ccc(Br)cc3)C2=O)c1 (stereo not given) | 2 | -3 | -13
COCCn1c(=NC(=O)C2=COCCO2)sc2cc(C(=O)OC)ccc21 | . | 1 | -6
CC(NC(=O)c1cccc(C#N)c1)c1ccccc1Cl (stereo not given) | -2 | -6 | 1
CC(C)COc1nc(-c2cccc(C(F)(F)F)c2)n(-c2ccc(NC(=O)c3ccc([N+](=O)[O-])cc3)cc2)n1 | -9 | 23 | -7
COc1ccc(Cl)cc1-c1nc(C=Nc2cc(C)ccn2)c(O)o1 | -5 | -10 | -3
CCc1ccc(C(O)c2ncc(-c3ccc(C)cc3)[nH]2)cc1 (stereo not given) | . | -1 | -10
Cc1cc(C(=O)Nc2cc(C3CCOCC3)[nH]n2)c(C)n1C(C)C | . | -22 | 1
C=CC[n+]1ccn(-c2nc3ccccc3nc2NS(=O)(=O)c2ccc3c(c2)OCCO3)c1 | . | 3 | 5
COc1cc(Cl)cc(CN2CCC(N)(C(=O)O)C2)c1OC (stereo not given) | . | 8 | -14
CC1Sc2cc(-c3ccc(Br)cc3)cn2C1=O (stereo not given) | . | 3 | -6&-6
c1ccc(CN(Cc2cnc3nccn3c2)Cc2nccs2)cc1 | . | 18 | -11
CC1c2cccn2CCN1S(=O)(=O)c1ccccc1 (stereo not given) | . | 6 | -4
O=C(NCCn1cccc1)Nc1ccccc1OC(F)(F)F | . | 1 | -9
Cc1c(C(=O)N2CCCC(O)(CN(C)C)C2)n(C)c2c(C)cccc12 (stereo not given) | -14 | -3 | -4
COc1cc(C(=O)N2CCOC(COc3ccc(C)cc3)C2)cc(OC)c1C (stereo not given) | 2 | 4 | 0
Cc1cc(F)ccc1NC(=O)CCC1CCCN(C(=O)c2coc3c2C(=O)CCC3)C1 (stereo not given) | . | -2 | -3
CC(=O)Oc1c(-c2ccc(NC(=O)Nc3cccc(Cl)c3)cc2)c(-c2ccc(C)cc2)nn1-c1cccc(C)c1 | -5 | 0 | 0
CS(=O)(=O)c1ccc(NC(=O)N(Cc2cccc(F)c2)C2CC2)cc1 | -11 | 8 | 0
COc1cc(CNC(=O)c2cccnc2SC(F)(F)F)ccc1O | . | 5 | 1
COc1cn(CC(=O)Nc2cccc(C)c2C)c(CN2CCN(C(C)=O)CC2)cc1=O | -8 | 3 | -4

Further results follow.
SMILES | mcGAS inh | NPYLR7 agonist | hcGAS inh
CN(C)C(C(=O)NC1CCC(n2cnnc2)CC1)c1ccc(F)cc1 (stereo not given) | . | 0 | 0
CC(=O)CCc1ccc(OCC(=O)Nc2cccc(C(F)(F)F)c2)cc1 | -18 | 1 | -7
Clc1ccccc1Cn1ccnc1CNCCN1CCOCC1 | -6 | 4 | -7
CCN1CCN(C(=O)c2ccc(CSc3nnc(-c4ccncc4)n3-c3cccc(C)c3)cc2)CC1 | -6 | -1 | -8
Cc1c(C(=O)NCc2ccccc2C(F)(F)F)sc(=O)n1CC(=O)c1ccc2c(c1)OCCO2 | . | 4 | -5
Cc1ccccc1C(=O)Nc1sc2c(c1C(=O)N(C)C)CCCC2 | -6 | 5 | -7
Cc1ccc(Cl)c(NC(=O)N2CCN(c3ccc(NC(=O)c4ccccc4F)cn3)CC2)c1 | 0 | 3 | 0
C=CCN(CC(O)Cc1ccccc1)CC1CC(c2ccccc2)=NO1 (stereo not given) | -4 | -1 | -2
CC[N+](C)(CC)CCC[n+]1c(-c2ccccc2)c2cc(N)ccc2c2ccc(N)cc21 | 79* | -3 | 57*
Cc1cccc(C)c1NC(=O)N1CCCC(C(=O)c2ccc(-c3ccccc3)cc2)C1 (stereo not given) | -1 | 2 | 1
COCC(=O)N[C@H]1C[C@@H](C(=O)NCc2ccc3c(c2)OCO3)N(C)C1 | . | -2 | -1
CSCCCNC(=O)c1cc(N2CCCC(C)C2)nc2ccccc12 (stereo not given) | . | 17 | 0
O=S1(=O)CCN2C(c3ccc(Oc4ccccc4)cc3)=CSC2=N1 | . | 2 | -3
CCOC(=O)CNC(=O)COc1coc(CN2CCN(c3ccccc3)CC2)cc1=O | -7 | 0 | -4
CCN(CC1CCCO1)C(=O)c1ccc(C(=O)c2cc[nH]c2)cc1 (stereo not given) | . | 7 | -15
COc1ccc2c(c1)C(COCc1ccc(C(=O)O)cc1)CC(C)(C)CO2 (stereo not given) | -8 | 3 | 1
COCCCN(CC(=O)N(CCc1c[nH]c2ccccc12)Cc1ccc(F)cc1)C(=O)c1ccc(C)c([N+](=O)[O-])c1 | -5 | -6 | -16
COc1ccc2ccccc2c1CCNC(C)CC(F)(F)F (stereo not given) | . | 17 | -5
O=C(Nc1nc(-c2cccnc2)cs1)c1ccccc1Br | 0 | -1 | -1
CN1CCN(C(=O)CCC2CCCN(Cc3cccc4cnccc34)C2)CC1 (stereo not given) | . | 3 | -1
CC(C)CN(Cc1cccc(C#N)c1)Cc1cccn1Cc1cccc(C(F)(F)F)c1 | -4 | 1 | -7
Cc1ccc(-n2c(=O)[nH]c3c(C(=O)Nc4cc(C)cc(C)c4)cn(C)c3c2=O)cc1 | . | 8 | 3
N#Cc1cccc(C(=O)N2C[C@H](Oc3ccccn3)[C@H]3C[C@@H]2CC[C@H]3N2CCOCC2)c1 | -6 | 14 | -2
COc1cccc2cc(C(=O)Nc3cccc(F)c3)c(=O)oc12 | -5 | 5 | -5
CCc1cccc2c(C(CC(=O)NCc3cccc(C(F)(F)F)c3)c3cccc(F)c3)c[nH]c12 (stereo not given) | -3 | 5 | -3
COc1ccc(OC)c(Cn2cc(Br)ccc2=O)c1 | -2 | 4 | 8
Cc1cc(C2NC(=O)c3ccncc3N2)ccc1-n1cncn1 (stereo not given) | . | 0 | -7
Cc1c(C#N)c(NC(=O)CN2CC(C)CC(C)C2)n(CC2CCCO2)c1C (stereo not given) | -6 | 6 | -10
Cc1c(CCNC(=O)c2ccc(Br)o2)sc2nc(-c3ccc(F)cc3)nn12 | -6 | 2 | -4
O=S(=O)(c1ccc2ccccc2c1)N1CCC(c2c[nH]c3ccccc23)CC1 | 1 | 7 | 0

Quoted from above, 22 compounds:
SMILES | mcGAS inh | NPYLR7 agonist | hcGAS inh
CC[N+](C)(CC)CCC[n+]1c(-c2ccccc2)c2cc(N)ccc2c2ccc(N)cc21 | 79* | -3 | 57*
Cc1cccc(C)c1NC(=O)N1CCCC(C(=O)c2ccc(-c3ccccc3)cc2)C1 (stereo not given) | -1 | 2 | 1
COCC(=O)N[C@H]1C[C@@H](C(=O)NCc2ccc3c(c2)OCO3)N(C)C1 | . | -2 | -1
CSCCCNC(=O)c1cc(N2CCCC(C)C2)nc2ccccc12 (stereo not given) | . | 17 | 0
O=S1(=O)CCN2C(c3ccc(Oc4ccccc4)cc3)=CSC2=N1 | . | 2 | -3
CCOC(=O)CNC(=O)COc1coc(CN2CCN(c3ccccc3)CC2)cc1=O | -7 | 0 | -4
CCN(CC1CCCO1)C(=O)c1ccc(C(=O)c2cc[nH]c2)cc1 (stereo not given) | . | 7 | -15
COc1ccc2c(c1)C(COCc1ccc(C(=O)O)cc1)CC(C)(C)CO2 (stereo not given) | -8 | 3 | 1
COCCCN(CC(=O)N(CCc1c[nH]c2ccccc12)Cc1ccc(F)cc1)C(=O)c1ccc(C)c([N+](=O)[O-])c1 | -5 | -6 | -16
COc1ccc2ccccc2c1CCNC(C)CC(F)(F)F (stereo not given) | . | 17 | -5
O=C(Nc1nc(-c2cccnc2)cs1)c1ccccc1Br | 0 | -1 | -1
CN1CCN(C(=O)CCC2CCCN(Cc3cccc4cnccc34)C2)CC1 (stereo not given) | . | 3 | -1
CC(C)CN(Cc1cccc(C#N)c1)Cc1cccn1Cc1cccc(C(F)(F)F)c1 | -4 | 1 | -7
Cc1ccc(-n2c(=O)[nH]c3c(C(=O)Nc4cc(C)cc(C)c4)cn(C)c3c2=O)cc1 | . | 8 | 3
N#Cc1cccc(C(=O)N2C[C@H](Oc3ccccn3)[C@H]3C[C@@H]2CC[C@H]3N2CCOCC2)c1 | -6 | 14 | -2
COc1cccc2cc(C(=O)Nc3cccc(F)c3)c(=O)oc12 | -5 | 5 | -5
CCc1cccc2c(C(CC(=O)NCc3cccc(C(F)(F)F)c3)c3cccc(F)c3)c[nH]c12 (stereo not given) | -3 | 5 | -3
COc1ccc(OC)c(Cn2cc(Br)ccc2=O)c1 | -2 | 4 | 8
Cc1cc(C2NC(=O)c3ccncc3N2)ccc1-n1cncn1 (stereo not given) | . | 0 | -7
Cc1c(C#N)c(NC(=O)CN2CC(C)CC(C)C2)n(CC2CCCO2)c1C (stereo not given) | -6 | 6 | -10
Cc1c(CCNC(=O)c2ccc(Br)o2)sc2nc(-c3ccc(F)cc3)nn12 | -6 | 2 | -4
O=S(=O)(c1ccc2ccccc2c1)N1CCC(c2c[nH]c3ccccc23)CC1 | 1 | 7 | 0

Further records:
SMILES | mcGAS inh | NPYLR7 agonist | hcGAS inh
CCc1nc(C)c(C(=O)N2CCCN(C)C3(CCN(C)CC3)C2)o1 | -10 | 4 | -5
Cc1nc(NCCNC(=O)c2cccc(F)c2)cc(-n2cccn2)n1 | -7 | -7 | -5
COC(=O)c1ccc(N2C(=O)CSC2c2ccccc2)cc1 (stereo not given) | -2 | -2 | 0
Cc1cccn2c(CNCc3ccccc3Cl)c(C(=O)N3CCCCC3)nc12 | . | -5 | 5
COc1ccc(/C=C2\N=C(c3cncc(Br)c3)OC2=O)c(OC)c1OC | -4 | 2 | -2
COCCn1c(C(C)NC(=O)Nc2ccc(SC)cc2)nc2ccccc2c1=O (stereo not given) | -2 | . | -2
COc1ccc(C(=O)N2CCN(C(C(=O)Nc3ccc4c(c3)OCO4)C3CCCC3)CC2)c(OC)c1 (stereo not given) | -4 | 14 | -6
Clc1ccc(CNc2c3c(nc4nncn24)CCC3)cc1 | . | 2 | -1
O=C1OC(c2ccc(O)cc2)(c2ccc(O)cc2)c2ccccc21 | . | -4 | 6
COc1cccc(C2CCN(C(=O)c3cn4c(n3)CNCC4)C2)c1OC (stereo not given) | -11 | -5 | -7
